RORgamma inh: blocks mouse ROR gamma transcriptional activity | P51450 | Drosophila S2 Gal4-RORgamma UAS-luciferase reporter, 20 h | Potency, µM (titrated, usually from 53.6 µM), for the others: at the highest dose activity change, negative = inhibition, hits mostly inhibitors | actives 5.4% (n = 310,000) | AID 2551; further: potency means the concentration at half of the fitted maximal effect; on the % scale 0 is the no-effect control and ±100 the full control effect; nearly all actives have a fitted effect of over 60% in size
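In this cell-based reporter format, copper sulfate (700 uM final) drives Gal4–ROR gamma fusion expression from a metallothionein promoter in Drosophila Schneider cells; compounds preincubated 1 hr, reporter read after 20 hr at ambient temperature.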
VP16 counter: inhibits Gal4-VP16 luciferase reporter, ROR gamma counter-screen | actives 3.5% (n = 310,000) | AID 2546 | Potency, µM (doses to about 53.6 µM), for the others: at the top dose activity, negative = inhibition, actives largely listed as inhibitors | Drosophila S2 Gal4-VP16 UAS-luciferase, luminescence, 20 h;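 further: Gal4-VP16 expression switched on by copper sulfate through the metallothionein promoter; potency means the concentration at half of the fitted maximal effect; on the % scale 0 is the no-effect control and ±100 the full control effect; nearly all actives have a fitted effect of over 50% in size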
Menin MLL FP TR: inhibitors of human menin-MLL interaction, mutant MLL peptide; O00255; Menin + Texas Red MLL mutant peptide, fluorescence polarization; Potency, µM (highest dose often 61.6 µM), inactives show at the top dose FP activity change, negative = inhibition, hits mostly inhibitors; actives 0.23% (n = 270,000); AID 1768; active means well fitted inhibition curve with a large enough effect in the polarisation, with a control signal flat, not every such curve was filed as active; inconclusive means small, poorly fitted or top-dose-only effect, or effect the other way, or a change in a side signal; inactive means no such curve, though single readings can be large or run the other way; the % refers to the polarisation; further: potency means the concentration at half of the fitted maximal effect; % of control where 0% means no effect; many of its hits are not listed in these tables
Target sequence (O00255 whole entry, looked up): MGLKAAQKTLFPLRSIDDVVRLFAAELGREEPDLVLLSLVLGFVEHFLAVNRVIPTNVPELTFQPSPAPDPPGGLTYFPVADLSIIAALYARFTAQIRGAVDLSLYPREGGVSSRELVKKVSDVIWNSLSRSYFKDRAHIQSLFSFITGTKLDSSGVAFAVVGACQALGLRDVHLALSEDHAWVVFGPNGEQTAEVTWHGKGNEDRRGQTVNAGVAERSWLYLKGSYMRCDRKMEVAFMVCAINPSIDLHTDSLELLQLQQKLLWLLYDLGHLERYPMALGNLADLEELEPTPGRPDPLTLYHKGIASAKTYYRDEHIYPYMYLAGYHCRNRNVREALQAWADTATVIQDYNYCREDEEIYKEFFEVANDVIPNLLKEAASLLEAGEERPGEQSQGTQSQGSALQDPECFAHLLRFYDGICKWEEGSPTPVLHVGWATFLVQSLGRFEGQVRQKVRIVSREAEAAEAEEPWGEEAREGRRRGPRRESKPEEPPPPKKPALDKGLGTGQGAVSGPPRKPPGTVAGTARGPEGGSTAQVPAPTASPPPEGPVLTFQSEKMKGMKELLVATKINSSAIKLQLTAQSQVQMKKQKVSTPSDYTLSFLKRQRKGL
ELG1 repair inh: inhibitors of ELG1-dependent DNA repair in HEK293T cells | actives 2.3% (n = 330,000) | AID 504467 | HEK293T ELG1-luciferase reporter, luminescence, 16 h; DNA damage induced by 5-fluorouridine | Potency, µM (highest dose often 46.1 µM), inactives show top-dose activity change, negative = inhibition, actives largely listed as inhibitors; further: potency means the concentration at half of the fitted maximal effect; on the % scale 0 is the no-effect control and ±100 the full control effect; nearly all actives have a fitted effect of over 55% in size
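HEK293T cells expressing luciferase-tagged ELG1 (2,000/well) received 5-Fluorouridine plus compound or DMSO for 16 hr at 37 °C. Luciferase was read by ONE-Glo luminescence after 30 min at room temperature.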
Mito fusion act: mitochondrial division inhibition or fusion activation | S. cerevisiae fusion-defective mutant growth rescue, CellTiterGlo 48 h | Potency, µM (doses to about 46.1 µM), without a hit: at the highest dose growth rescue (activation), hits mostly activators | actives 0.23% (n = 320,000) | AID 485298;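 further: potency means the concentration at half of the fitted maximal effect; % of control where 0% means no effect; nearly all actives have a fitted effect of over 45% in size; temperature-sensitive fusion mutants such as fzo1-1 at 37 °C on non-fermentable ethanol glycerol medium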
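Read-out: ATP-based luminescence (CellTiterGlo, 10 min ambient) reporting growth of fusion-defective ts yeast after 48 hours at 37C on glycerol/ethanol YPEG medium in the presence of compound.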
Rab9 promoter act: activates the Rab9 promoter | Potency, µM (top dose mostly 9.22 µM), for the others: at the top dose activation, negative = inhibition, actives largely listed as activators | Huh7 Rab9 promoter-luciferase reporter, luminescence, 24 h | actives 2.8% (n = 320,000); further: potency means the concentration at half of the fitted maximal effect; % of control where 0% means no effect; nearly all actives have a fitted effect of over 60% in size
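Cell-based reporter: Huh7 stable for Rab9 promoter-driven luciferase, plated in reduced-serum medium with 10% FBS at 1500 cells/well, compound-treated 24 h at 37 °C, luminescence read after 10 min reagent.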
PKM2 act: PKM2 (human) enzyme activation | P14618 | purified PKM2, Kinase-Glo ATP luminescence, activation; response scale: 0% is enzyme alone, no compound | Potency, µM (top dose mostly 57.5 µM), inactives show at the top dose activation, actives largely listed as activators | actives 0.34% (n = 260,000) | AID 1631; further: potency means the concentration at half of the fitted maximal effect; on the % scale 0 is the no-effect control and ±100 the full control effect; nearly all actives have a fitted effect of over 55% in size
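Purified hPK-M2 (>95% pure) converted ADP (0.1 mM final) to ATP with 0.5 mM PEP in 50 mM imidazole pH7.2, KCl, MgCl2, Tween 20, BSA; 1 h at room temperature. ATP detected by Kinase-Glo luminescence.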
FLuc counter: firefly luciferase modulation, counter-screen for miR-21 project | P08659 | purified FLuc, Km substrates, luminescence inhibition | Potency, µM (series often up to 57.5 µM), inactives show at the highest dose activity change, negative = inhibition, most hits filed as inhibitors | actives 6.9% (n = 360,000) | AID 588342;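 further: potency means the concentration at half of the fitted maximal effect; plate controls were vehicle for no effect and reference inhibitor for full effect; nearly all actives have a fitted effect of over 55% in size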
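Purified P. pyralis luciferase, 10 nM final, with Km-level 10 uM D-luciferin and 10 uM ATP in 50 mM Tris acetate pH 7.5, 10 mM Mg acetate, 0.01% Tween-20, 0.05% BSA; 6-point qHTS titration about 60 µM downward; luminescence read.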
NPC1 prom act: activates the NPC1 promoter; Huh7 NPC1 promoter luciferase reporter, 24 h; Potency, µM (doses to about 9.22 µM), for inactives: at the highest dose activation, usual class: activators; actives 2.4% (n = 320,000); AID 485313;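 further: potency means the concentration at half of the fitted maximal effect; % of control where 0% means no effect; nearly all actives have a fitted effect of over 60% in size; reporter is driven by a mutant NPC1 promoter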
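Luciferase expression driven by the NPC1 promoter was measured in stably transfected Huh7 cells after a 24 h compound incubation, using a luciferase reagent and a luminescence read.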
KCNH2 3.1 inh: KCNH2 3.1 (human) potassium channel inhibition | U2OS KCNH2 3.1, thallium flux FluxOr; active compounds read low | activity change, % (tested at about 1.8 µM) | actives 0.95% (n = 340,000) | AID 720553;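 active means maximum activity change below -70%; inconclusive means maximum activity change from -70% to -50%; inactive means maximum activity change above -50%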;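 further: thallium influx rate constant from kinetic fluorescence after stimulation buffer; on the % scale 0 is the no-effect control and ±100 the full control effect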
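Thallium flux via FluxOr fluorescence (Red40 quencher, 45 min loading) in U2OS cells virally expressing the KCNH2 3.1 isoform (1.77 x 10^8 /mL virus, overnight at 37 C). Rate constants from 2-min kinetic reads post-stimulation, normalised to positive and negative controls.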
MBNL1 CUG block: MBNL1-poly(CUG) RNA binding inhibition; TR-FRET MBNL1-His/biotin-(CUG)12 binding, 665/545 ratio; AID 2675; actives 0.036% (n = 280,000); Potency, µM (doses to about 57.5 µM), without a hit: at the highest dose activity change, negative = inhibition, most hits filed as inhibitors; Q9NR56; active means well fitted inhibition curve with a large enough effect in the signal ratio, with a control signal flat, not every such curve was filed as active; inconclusive means small, poorly fitted or top-dose-only effect, or effect the other way, or a change in a side signal; inactive means no such curve, though single readings can be large or run the other way; the % refers to the signal ratio; further: potency means the concentration at half of the fitted maximal effect; on the % scale 0 is the no-effect control and ±100 the full control effect
Target sequence (Q9NR56 whole entry, looked up): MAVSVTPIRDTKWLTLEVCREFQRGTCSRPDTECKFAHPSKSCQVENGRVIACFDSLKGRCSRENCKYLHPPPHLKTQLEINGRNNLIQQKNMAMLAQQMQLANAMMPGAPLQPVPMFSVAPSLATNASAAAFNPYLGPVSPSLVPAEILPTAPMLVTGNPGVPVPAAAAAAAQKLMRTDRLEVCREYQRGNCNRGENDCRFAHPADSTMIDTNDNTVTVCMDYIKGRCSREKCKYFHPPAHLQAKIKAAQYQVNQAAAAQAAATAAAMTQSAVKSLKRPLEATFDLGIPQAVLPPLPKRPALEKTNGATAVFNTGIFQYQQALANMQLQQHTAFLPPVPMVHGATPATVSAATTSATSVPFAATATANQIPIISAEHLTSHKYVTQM
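Inhibition of protein-RNA binding appears as loss of TR-FRET between terbium anti-His antibody on MBNL1-His and streptavidin-XL665 on biotin-(CUG)12. Activity is normalized to buffer-only and uninhibited-complex controls.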
Starred values were filed as active, the others as inactive; ? = inconclusive; · = not tested or not shown; [ ] = another dose, or the depositor's remark. Unless noted, the call rests on the fitted dose curve; in most records, active means well fitted curve in the direction sought with a large enough effect; inconclusive means small, poorly fitted or top-dose-only effect, or another doubt; inactive means no such curve, though single readings can be large; an effect the other way counts as inactive or inconclusive.

SMILES | RORgamma inh | VP16 counter | Menin MLL FP TR | ELG1 repair inh | Mito fusion act | Rab9 promoter act | PKM2 act | FLuc counter | NPC1 prom act | KCNH2 3.1 inh | MBNL1 CUG block
CCCNC(=O)COC(=O)c1ccccc1C(=O)c1ccc(Cl)c([N+](=O)[O-])c1 | -25% | -28% | -5% | ? | 8% | -12% | 0% | 2% | -41%[inhibitor] | -3 | ?
CC(C)N1C(=O)CCC1C(=O)NCc1ccccc1Cl (stereo not given) | -2% | -14% | 2% | -1% | -1% | 2% | -1% | 2% | -1% | -11 | 3%
COc1ccccc1-c1cnn2c(N3CCOCC3)cc(C)nc12 | 1% | 7% | -1% | ? | -16% | ? | · | 6µM* | ? | -6 | -1%
C/C(N)=C(/C#N)C(=O)COC(=O)c1cc2c(s1)CCCC2 | 22% | 8% | -8% | 11% | -2% | -19% | 4% | 15µM* | 1% | -6 | 1%
Cc1ccc(-c2csc(NC(=O)c3ccc(-c4ccccc4)cc3)n2)o1 | ? | ? | ? | -2% | 6% | -8% | ? | 4.3µM* | 17% | -26 | 57%[activator]
Cc1ccc2c(CC(=O)N3CCN(c4ccccc4)CC3)coc2c1 | ? | -7% | -2% | ? | -9% | -2% | 0% | -4% | 2% | 7 | ·
CCOC(=O)C1=C(C)NC(=S)NC1/C=C/c1ccccc1 (stereo not given) | 1.8µM* | 2µM* | -4% | ? | 5% | -5% | -1% | -3% | 1% | -1 | -2%
O=C(CNC(=O)c1ccc(Br)o1)NNC(=O)c1ccc(Br)cc1 | · | · | · | ? | -2% | 3% | · | -4% | 1% | -11 | ·
CCOC(=O)N1CCC(C(=O)Nc2ccc(OCC)cc2)CC1 | 7% | 16% | 1% | 0% | -8% | 2% | -1% | 1% | -3% | -10 | -2%
COc1cccc(CNC(=O)CCNS(=O)(=O)c2ccc(C)cc2)c1 | · | · | · | -12% | -7% | -1% | · | 3% | -5% | 3 | ·
c1ccc(-c2ccc3[nH]ccc3c2)cc1 | · | · | · | ? | -3% | -2% | · | ? | ? | 6 | ·
CCOc1cc(CNn2cnnc2)cc(Br)c1OCC(=O)NC(C)(C)C | 17% | 1% | -9% | 0% | -2% | -1% | 1%[11.5 µM] | 2% | -1% | 1 | 1%
Cc1ccc(/C=N/NC(=O)c2ccco2)cc1 | -41% | -25% | · | ? | 0% | 1.4µM* | -26% | 3.8µM* | 1.8µM* | 1 | 18%
O=Cc1ccc2noc(-c3ccc(Cl)cc3)c2c1 | 4% | -3% | 2% | -7% | 11% | 12% | 10% | -8% | 21% | 1 | ?
Cc1cc(/C=C(\C#N)C(=O)Nc2ccccc2)c(C)n1-c1ccc(C(=O)O)cc1 | ? | -9% | · | -8% | 1% | 0% | -2% | -5% | 3% | 2 | ·
Cc1cc(C)c(S(=O)(=O)Nc2ccccc2C(=O)OCC(=O)NCc2ccccc2)c(C)c1 | 3% | -8% | 22% | -9% | 3% | -13% | 7% | 1% | -3% | -9 | -3%
CCC1S/C(=N/N=C/c2ccco2)N(Cc2ccc(F)cc2)C1=O (stereo not given) | 26% | 0% | · | ? | 3% | -1% | -5% | -2% | 1% | -14 | -3%
O=C(Nc1cccc(NC(=O)N2CCN(c3ccccc3)CC2)c1)N1CCN(c2ccccc2)CC1 | ? | ? | 94%[activator] | ? | -1% | -4% | -1% | ? | -4% | -41 | 4%
N#Cc1ccc(CN2CCN(C(=O)CN3C(=O)NC4(CCCC4)C3=O)CC2)cc1 | · | · | · | 1% | -3% | -8% | · | -3% | -10% | 9 | ·
CCc1ccc(C(=O)CSc2ncn[nH]2)cc1 | 6% | 4% | 2% | ? | 10% | ? | -2% | 17µM* | 20% | 3 | 6%
CC1(c2nnc(-c3cccc(Cl)c3)o2)CC(c2ccc(OC(F)(F)F)cc2)=NO1 (stereo not given) | -7% | -6% | 1% | 7% | 11% | 0% | 4% | 0% | 0% | -10 | 11%
CC1CCC(NC(=O)C2CCC(CNS(=O)(=O)c3cccc4cccnc34)CC2)CC1 (stereo not given) | 9% | -3% | · | 5% | -3% | -1% | · | 3% | -2% | -9 | 0%
O=[N+]([O-])c1ccc(/C=C/C2=NN(c3ccccc3)C(c3ccco3)C2)cc1 (stereo not given) | ? | 20µM* | ? | -18% | -23% | 0% | -9% | ? | 1% | -100* | ·
COc1ccc(NC(=O)c2ccccc2S(=O)c2ccccc2C#N)cc1 (stereo not given) | 18% | -4% | -9% | 0% | 1% | -6% | -1% | -2% | -3% | -1 | -1%
C=CCOc1ccc(CN(C)CC(O)COc2ccc(CCC(C)=O)cc2)cc1 (stereo not given) | -29% | -15% | ? | -8% | -9% | 3% | 0% | 0% | -1% | -4 | -8%
The listing continues:
SMILES | RORgamma inh | VP16 counter | Menin MLL FP TR | ELG1 repair inh | Mito fusion act | Rab9 promoter act | PKM2 act | FLuc counter | NPC1 prom act | KCNH2 3.1 inh | MBNL1 CUG block
COc1cccc(S(=O)(=O)N2CCOCC2)c1 | 0% | 5% | 0% | ? | 0% | -3% | -1% | -1% | -2% | 16 | -10%
NS(=O)(=O)c1ccc(C(=O)Nc2ccc(-c3nc4cccnc4s3)cc2)cc1 | -16% | -6% | · | ? | -1% | 1.4µM* | -7% | 12µM* | 1.4µM* | 4 | 17%
NC(=O)c1ccc(NC(=O)CCN=C2NS(=O)(=O)c3ccccc32)cc1 | · | · | · | 3% | 2% | 1% | · | -1% | 0% | -10 | ·
Cc1sc2ncnc(SCC(=O)NNC(=O)COc3cccc4ccccc34)c2c1C | 26% | -9% | -3% | -3% | -1% | -2% | 3% | 4% | -1% | -8 | -1%
CC(C)C(=O)Nc1nnc(SCC(=O)NCc2cccs2)s1 | -7% | -6% | 16% | -13% | 11% | -10% | 0% | -1% | -6% | 2 | -7%
CCCCOc1ccc(C(=O)NCC(=O)NCC2CCCO2)cc1 (stereo not given) | 5% | 0% | · | 1% | -3% | 5% | -1% | 1% | -2% | -2 | 0%
COc1ccc(C(=O)N/C(=C\c2ccccc2)C(=O)Nc2ccc(C(=O)O)cc2)cc1 | 14% | -1% | 3% | -5% | 15% | 0% | · | -7% | 0% | -13 | 4%
O=[N+]([O-])c1cccc(S(=O)(=O)N2CCCCCC2)c1 | 22% | 11% | 11% | -4% | 9% | -4% | 1% | 1% | -4% | -17 | 55%[activator]
Cc1ccc(-c2csc3ncn(CC#N)c(=O)c23)cc1C | -21% | 4% | ? | -13% | -1% | -1% | -2% | -1% | -3% | 6 | -11%
CCn1cc(CNC(=O)C2CCC(=O)N(Cc3ccccc3F)C2)cn1 (stereo not given) | -14% | -17% | -15% | 6% | 11% | 3% | · | -1% | -3% | 2 | -1%
CCOc1ccccc1N1CCN(C(=O)c2cn(CC3CCCCC3)nn2)CC1 | 29% | ? | · | ? | 7% | ? | · | ? | 29% | 0 | ?

Part of the list above in a different format.
smiles	RORgamma inh	VP16 counter	Menin MLL FP TR	ELG1 repair inh	Mito fusion act	Rab9 promoter act	PKM2 act	FLuc counter	NPC1 prom act	KCNH2 3.1 inh	MBNL1 CUG block
Cc1ccc(-c2csc3ncn(CC#N)c(=O)c23)cc1C	-21%	4%	?	-13%	-1%	-1%	-2%	-1%	-3%	6	-11%
NC(=O)c1ccc(NC(=O)CCN=C2NS(=O)(=O)c3ccccc32)cc1	·	·	·	3%	2%	1%	·	-1%	0%	-10	·
COc1ccc(C(=O)N/C(=C\c2ccccc2)C(=O)Nc2ccc(C(=O)O)cc2)cc1	14%	-1%	3%	-5%	15%	0%	·	-7%	0%	-13	4%
O=[N+]([O-])c1cccc(S(=O)(=O)N2CCCCCC2)c1	22%	11%	11%	-4%	9%	-4%	1%	1%	-4%	-17	55%[activator]

An excerpt; rates above refer to the full screens.
